Screening results from PubChem.
USP17 block = inhibitors of human USP17 deubiquitinase; purified USP17, Ub-rhodamine cleavage fluorescence, 3 h; 6.5% of 47,000 active; Ubiquitin carboxyl-terminal hydrolase 17-like protein 5 (Homo sapiens), A8MUK1; inhibition, % at 50 µM; AID 1645855, 2021
USP8 block = inhibitors of human USP8 deubiquitinase | Ubiquitin carboxyl-terminal hydrolase 8 (Homo sapiens), P40818 | purified USP8, Ub-rhodamine cleavage fluorescence, 30 min | inhibition, % at 20 µM | 4.2% of 47,000 active
Target sequence (P40818 whole entry, looked up): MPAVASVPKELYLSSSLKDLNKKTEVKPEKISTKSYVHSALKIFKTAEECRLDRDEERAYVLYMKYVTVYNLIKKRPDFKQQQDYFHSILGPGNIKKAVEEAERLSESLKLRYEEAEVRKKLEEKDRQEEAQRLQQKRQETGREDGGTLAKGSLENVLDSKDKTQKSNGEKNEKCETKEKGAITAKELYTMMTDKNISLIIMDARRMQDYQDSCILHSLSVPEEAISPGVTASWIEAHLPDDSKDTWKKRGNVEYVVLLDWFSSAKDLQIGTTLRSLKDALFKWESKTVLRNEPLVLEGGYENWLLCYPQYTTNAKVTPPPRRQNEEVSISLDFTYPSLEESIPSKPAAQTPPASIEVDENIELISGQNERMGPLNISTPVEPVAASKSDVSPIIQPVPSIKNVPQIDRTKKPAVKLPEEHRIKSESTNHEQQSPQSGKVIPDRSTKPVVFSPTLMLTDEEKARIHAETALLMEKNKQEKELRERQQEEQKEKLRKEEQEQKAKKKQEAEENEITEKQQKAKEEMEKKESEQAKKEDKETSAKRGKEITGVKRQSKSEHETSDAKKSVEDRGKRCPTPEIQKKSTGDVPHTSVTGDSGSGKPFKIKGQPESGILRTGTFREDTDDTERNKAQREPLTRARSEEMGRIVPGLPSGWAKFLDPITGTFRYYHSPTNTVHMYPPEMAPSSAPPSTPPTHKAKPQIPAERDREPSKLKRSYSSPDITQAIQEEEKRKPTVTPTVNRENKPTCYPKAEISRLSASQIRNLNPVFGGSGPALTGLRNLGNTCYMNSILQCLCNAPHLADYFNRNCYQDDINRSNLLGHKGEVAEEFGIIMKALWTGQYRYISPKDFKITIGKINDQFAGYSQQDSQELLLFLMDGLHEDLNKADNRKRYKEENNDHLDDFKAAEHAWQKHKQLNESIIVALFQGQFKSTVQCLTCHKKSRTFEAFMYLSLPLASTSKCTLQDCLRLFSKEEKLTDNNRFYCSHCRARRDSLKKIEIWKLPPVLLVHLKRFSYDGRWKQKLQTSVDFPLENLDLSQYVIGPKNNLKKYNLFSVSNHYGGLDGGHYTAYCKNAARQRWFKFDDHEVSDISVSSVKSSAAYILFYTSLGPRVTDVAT
USP10 block = inhibitors of human USP10 deubiquitinase | purified USP10, Ub-rhodamine fluorescence, 60 min | Ubiquitin carboxyl-terminal hydrolase 10 (Homo sapiens), Q14694 | 1.1% of 47,000 active | inhibition, % at 20 µM
USP28 block = inhibitors of human USP28 deubiquitinase; AID 1645857, 2021; purified USP28, Ub-rhodamine cleavage fluorescence, 30 min; Ubiquitin carboxyl-terminal hydrolase 28 (Homo sapiens), Q96RU2; inhibition, % at 25 µM; 3% of 47,000 active
OTUD3 block = inhibitors of human OTUD3 deubiquitinase | inhibition, % at 25 µM | AID 1645858, 2021 | purified OTUD3, Ub-rhodamine fluorescence, 2 h | 0.7% of 47,000 active | OTU domain-containing protein 3 (Homo sapiens), Q5T2D3
UCHL1 block = inhibitors of human UCHL1 deubiquitinase | 0.2% of 47,000 active | purified UCHL1, Ub-rhodamine cleavage fluorescence | inhibition, % at 20 µM | AID 1645859, 2021 | Ubiquitin carboxyl-terminal hydrolase isozyme L1 (Homo sapiens), P09936
USP7 block = inhibitors of human USP7 deubiquitinase | Ubiquitin carboxyl-terminal hydrolase 7 (Homo sapiens), Q93009 | purified USP7, Ub-rhodamine cleavage fluorescence | inhibition, % at 20 µM | 0.3% of 47,000 active
USP30 block = inhibitors of human USP30 deubiquitinase | Ubiquitin carboxyl-terminal hydrolase 30 (Homo sapiens), Q70CQ3 | purified USP30, Ub-rhodamine cleavage fluorescence | inhibition, % at 25 µM | 5.3% of 47,000 active
* = called active by the depositor; i = inactive; · = not tested or not shown. Cut-off read from the data, not from the text of the source: active = inhibition above about 30%; inactive = the rest.

| UCHL1 block | USP17 block | USP30 block | OTUD3 block | USP10 block | smiles | USP8 block | USP7 block | USP28 block |
| --- | --- | --- | --- | --- | --- | --- | --- | --- |
| 0 | -11 | 12 | 9 | -1 | COc1ccc2c(C)c(CC(=O)N3CCN(c4ccccc4)CC3)c(=O)oc2c1 | -3 | 6 | 9 |
| 3 | 3 | 2 | 6 | 4 | COc1cccc(CNc2nccn(Cc3ccc(F)cc3)c2=O)c1 | 12 | -37 | 11 |
| 2 | 11 | 10 | 9 | 0 | CCS(=O)(=O)NCC1CCN(c2ncccn2)CC1 | 4 | 3 | 2 |
| -2 | -32 | -32 | -3 | -5 | COCC1c2c(cnn2CC2CC2)CCN1C(=O)c1cnccn1 (stereo not given) | -135 | -3 | -12 |
| -1 | -3 | -7 | 0 | 3 | O=C1OC2C(O)COC2(O)C1(O)Cc1c[nH]c2ccccc12 (stereo not given) | -20 | 2 | -3 |
| 2 | 2 | -64 | 8 | -3 | CCC(C(=O)N1CCN(c2c(C)nn(C3CCS(=O)(=O)C3)c2C)CC1)c1ccccc1 (stereo not given) | 4 | 3 | 2 |
| -2 | 3 | 5 | -6 | 2 | Cc1nn(-c2ccccc2)c(C)c1S(=O)(=O)Nc1ccccc1F | -4 | 1 | 0 |
| -3 | -18 | -97 | -46 | -4 | Cc1nc(C(N)=O)c2[nH]c(=O)n(C3CCCCC3)c2n1 | -14 | -9 | -25 |
| 0 | -1 | -43 | -14 | -4 | Cc1ccc(CNC(=O)c2ccc3ccnc(N4CCN(c5ccc(Cl)cc5)CC4)c3c2)cc1 | -11 | 0 | 1 |
| -1 | 8 | 7 | 12 | 1 | Cc1nc(Nc2ccc(Cl)cn2)sc1C(=O)NC1CCCC1 | 31* | 4 | 3 |
| 3 | 17 | 74* | -1 | 5 | CN(C)C=Nc1c(C#N)cnn1-c1ccc([N+](=O)[O-])cc1 | -10 | 0 | 19 |
| 4 | 25 | 18 | 18 | 0 | COc1ccc(NC(=O)c2cn(Cc3ccccc3)nc2-c2cccnc2)c(OC)c1 | 17 | -10 | 17 |
| 1 | 29 | 15 | 6 | -2 | COc1cc(C(=O)Nc2c(NC3CCCC3)c3ccccc3oc2=O)cc(OC)c1OC | 0 | 0 | 9 |
| 0 | 17 | 25 | 10 | 1 | FC(F)(F)c1cc(-c2ccc3c(c2)CCC3)nc2cc(C3CC3)nn12 | 9 | 5 | 12 |
| 1 | -4 | 1 | 4 | 1 | CCN1C(=O)[C@H]2CN(CC(C)C)C[C@H]2C12CCN(C(=O)c1ccccc1)CC2 | -2 | 3 | 0 |
| -3 | 52* | 38* | 5 | -6 | CN(C)S(=O)(=O)c1ccc(N2CCCC2)c(C(=O)Nc2ccc(-c3cn4ccsc4n3)cc2)c1 | -3 | 0 | 32* |
| -165 | 49* | -51 | 29 | -15 | Cc1c(Cl)ccc2c(=O)c3c([nH]c12)CCN(CC(=O)NCc1ccc2c(c1)OCO2)C3 | 46* | -163 | 32* |
| 1 | 22 | 21 | 8 | 8 | Cc1cc(NC(=O)c2cccc(N3CCOCC3)n2)n(-c2ccc(Cl)cc2)n1 | 52* | 8 | 8 |
| 0 | -12 | 11 | -6 | 0 | COC(=O)CN1C(=O)N(c2cccc(C)c2)c2ncccc2S1(=O)=O | 3 | -5 | 1 |
| 0 | 3 | · | 1 | 1 | Cc1cccc(C)c1NC(=O)CCN1CCCC1 | -1 | 4 | · |
| -5 | -14 | -16 | 0 | -5 | CCOC(=O)C(Cc1ccccc1)NC(=O)CCc1nnc2ccc(N(CC)CC)nn12 (stereo not given) | -104 | -8 | -3 |
| -2 | -11 | 0 | -8 | 0 | O=C(N1CCC2(CC1)CC2)C1(c2cccc(Cl)c2)CCOCC1 | -2 | -18 | -11 |
| -3 | -1 | 8 | 4 | 4 | COc1ccc(S(=O)(=O)N2CCCCCC2)cc1NC(=O)c1cc(F)cc(F)c1 | 7 | 11 | -3 |
| -2 | 20 | -5 | -3 | 2 | CC(CCc1ccccc1)NC(=O)c1cc2c(=O)[nH]c3ccccc3c2s1 (stereo not given) | -1 | 4 | -8 |
| 1 | 0 | 15 | 18 | 3 | Cc1nc(-c2ccc(F)cc2)sc1C(=O)N1CCC(C)(C(N)=O)CC1 | 0 | 3 | 6 |
| 3 | -10 | -27 | 2 | -9 | COc1ccc(C2[C@@H]3CCCC[C@]3(O)CCN2Cc2ccccc2F)cc1 (stereo not given in full) | -22 | -6 | 0 |
| 6 | 1 | -16 | 7 | 5 | COc1ccc(S(=O)(=O)NCc2ccc(C(=O)N(C)Cc3ccccc3)cc2)cc1 | 15 | 5 | 26 |
| -4 | · | 7 | -4 | 1 | Cc1ccc(S(=O)(=O)N(CC(C)C)C2CCS(=O)(=O)C2)cc1 (stereo not given) | -1 | -13 | -4 |
| 2 | 14 | 11 | 12 | 0 | Cc1cccc(NC(=O)C2CCCN(C(=O)c3ccc(Cl)cc3)C2)c1C (stereo not given) | 1 | -5 | 5 |
| -4 | -6 | -10 | -12 | -2 | CCOc1ncccc1C(=O)N1CCN(C2CCN(Cc3c(C)noc3C)CC2)C(=O)C1 | 1 | 0 | -10 |
| 1 | 30* | -59 | -4 | 0 | CCOc1ccc(NC(=O)CSC2=NC3(CCCC3)Nc3ccccc32)cc1 | -2 | 0 | -6 |
| 4 | 14 | 25 | 16 | 7 | Cc1ccc2c(c1)-c1c(c(C(=O)NCc3ccccc3)nn1C)CS2 | 26 | 7 | 13 |
| -20 | -62 | -170 | -40 | -5 | CC(=O)NCCn1c(=O)n(Cc2cccc(C)c2)c2cccnc21 | -89 | -25 | -54 |
| 5 | -9 | -32 | -8 | -1 | COc1cc(C(=O)Nc2ccc(-c3csc(C)n3)cc2)cc(OC)c1OC | 9 | 0 | 78* |
| -4 | -16 | -16 | -11 | -2 | COc1ccccc1N1CCN(C(=O)CCc2nc3ccc(C)cc3[nH]2)CC1 | -10 | -4 | -14 |
| 0 | -6 | -25 | -12 | -1 | O=C(COc1ccccc1Br)NCCc1nc2ccccc2[nH]1 | -36 | -51 | -13 |
| 0 | 26 | 13 | 2 | 1 | Cc1nc(C2CCN(S(=O)(=O)c3ccc4c(c3)OCCO4)C2)nc2c1CCC(=O)N2C (stereo not given) | 2 | 0 | 8 |
| -6 | -6 | -7 | -1 | -1 | O=C(c1c(F)cccc1F)N1CCC[C@@H](Cn2nnc(-c3cccnc3)n2)C1 | 5 | -2 | -2 |
| 3 | 8 | 10 | 4 | -2 | COc1ccc(NC(=O)CCC(=O)N2CCC(C(=O)O)CC2)cc1 | 18 | 4 | 2 |
| -4 | -12 | 2 | -7 | -1 | O=C(c1ccco1)N1CCC2(CC1)NC(=O)N(Cc1ccc(F)cc1)C2=O | -4 | -3 | -2 |
| 0 | 17 | -8 | -6 | 3 | CCCn1c(-c2ccc(F)cc2)cn2c(-c3ccccc3)c(-c3ccccc3)nc12 | 68* | 3 | -3 |
| -2 | -12 | 5 | -5 | 0 | Cc1ccc(Nc2ncnc3c2nnn3C)cc1F | 0 | -2 | -9 |
| -4 | 3 | 4 | -7 | 12 | Cc1ccc(Cn2nnc3c(=O)[nH]c(C4CCN(C(=O)Cc5ccccc5)CC4)nc32)cc1 | -4 | -25 | 7 |
| -1 | 4 | 4 | 0 | 1 | COCCn1ccc2nc(C)c(C(=O)Nc3ccc(OC)cc3)cc2c1=O | 5 | 0 | 0 |
| 1 | 69* | · | 1 | 19 | CC1=C(C(=O)Nc2ccccc2)C(c2ccc(OCc3c(Cl)cccc3Cl)cc2)n2ncnc2N1 (stereo not given) | -2 | 4 | · |
| -6 | -24 | -57 | -17 | -6 | C[C@H](NC(=O)c1ccc(C(C)(C)C)cc1)C(=O)N1CCC2(CC1)NCCc1[nH]cnc12 | 19 | -6 | -23 |
| -1 | 5 | 20 | 7 | 0 | O=C(c1cn(-c2cc(-c3nc(C4CC4)no3)ccn2)cn1)N1CCOCC1 | 12 | 4 | 2 |
| 2 | 23 | 7 | 10 | -1 | Cc1c(C)n(CCO)c2ncn3nc(-c4ccccc4O)nc3c12 | -5 | 5 | 7 |
| 3 | -17 | -24 | -15 | 0 | CC(C(=O)Nc1ccc2c(c1)OCCO2)N1CCN(c2ccccc2Cl)CC1 (stereo not given) | -1 | -4 | -7 |
| 0 | -10 | 11 | -4 | 2 | Cc1cc(C)cc(NS(=O)(=O)c2c[nH]c(-c3nnc(C)o3)c2)c1 | 3 | · | 1 |
| -1 | · | -35 | -10 | -7 | Cc1cc(C)n(CC2CN(Cc3nc(-c4ccco4)no3)CCO2)n1 (stereo not given) | -20 | -11 | -7 |
| 3 | -8 | -31 | 6 | 0 | O=C(O)/C=C/c1nc(-c2cccc([N+](=O)[O-])c2)n2ccccc12 | -103 | 1 | -1 |
| 1 | 40* | -71 | 5 | 5 | Cc1sc(NC(=O)c2ccc(S(=O)(=O)N(C)CC3CCCO3)cc2)c(C(N)=O)c1C (stereo not given) | -7 | 5 | -9 |
| -31 | -62 | -261 | -59 | -1 | CCN(CC)S(=O)(=O)c1cccc(NC(=O)COC(=O)c2ccc3ccccc3n2)c1 | -14 | -23 | -50 |
| -1 | -16 | 7 | -6 | -2 | COc1cccc(CC(=O)N2CCC(c3nnc(-c4nccc5ccccc45)o3)CC2)c1 | -46 | 0 | -4 |
| -1 | -7 | 9 | 4 | -3 | Cc1ccc(S(=O)(=O)N(CC(=O)NCc2ccncc2)C2CCCCC2)cc1 | -9 | -22 | 2 |
| -47 | -166 | i | -116 | -6 | CC(C)CN1CCN(C(=O)C2CCCN(c3cnc4nccnc4c3)C2)CC1 (stereo not given) | -130 | -49 | -148 |
| 0 | -12 | 10 | -2 | 7 | O=C(c1cc([N+](=O)[O-])nn1Cc1ccccc1)N1CCc2ccccc21 | -81 | 0 | -3 |
| -2 | -1 | -49 | -12 | -1 | CCCCN(CC(=O)NCc1ccc2c(c1)OCO2)S(=O)(=O)c1ccc(Cl)cc1 | 7 | -3 | -13 |
| 0 | 26 | 5 | 4 | 7 | O=C(COc1ccc([N+](=O)[O-])cc1)c1ccc2c(c1)OCCO2 | -38 | 3 | 3 |

Whole records from above. Values in the order: UCHL1 block | USP17 block | USP30 block | OTUD3 block | USP10 block | USP8 block | USP7 block | USP28 block
`CC(C)CN1CCN(C(=O)C2CCCN(c3cnc4nccnc4c3)C2)CC1` (stereo not given) is entered as -47 | -166 | i | -116 | -6 | -130 | -49 | -148
`Cc1ccc2c(c1)-c1c(c(C(=O)NCc3ccccc3)nn1C)CS2` is entered as 4 | 14 | 25 | 16 | 7 | 26 | 7 | 13
`O=C(c1c(F)cccc1F)N1CCC[C@@H](Cn2nnc(-c3cccnc3)n2)C1` is entered as -6 | -6 | -7 | -1 | -1 | 5 | -2 | -2
`COc1cc(C(=O)Nc2ccc(-c3csc(C)n3)cc2)cc(OC)c1OC` is entered as 5 | -9 | -32 | -8 | -1 | 9 | 0 | 78*

(list continues)
| UCHL1 block | USP17 block | USP30 block | OTUD3 block | USP10 block | smiles | USP8 block | USP7 block | USP28 block |
| --- | --- | --- | --- | --- | --- | --- | --- | --- |
| -41 | -136 | -444 | -103 | -6 | O=C(C1CCCC1)N1Cc2ccccc2CC2(CCCN2CC2CCOCC2)C1 (stereo not given) | -161 | -45 | -133 |
| -1 | 19 | -59 | -8 | -3 | CCOC(=O)Nc1nc2c(s1)CN(C(=O)c1ccccc1F)CC2 | -4 | -2 | -12 |
| -2 | -4 | · | 0 | -3 | COc1ccccc1C(=O)N1CCc2nc(-c3ccccc3)ncc2C1 | -4 | -46 | · |
| -2 | -12 | -28 | -6 | 0 | O=C(Nc1cnc(N2CCCCCC2)nc1)c1ccco1 | 0 | -7 | -11 |
| -2 | -16 | -19 | -4 | 3 | Cc1cc(N)nc2c1c(C)nn2-c1ncc(C(F)(F)F)cc1Cl | 0 | 0 | -21 |

Four consecutive compounds already listed, for reference:
| UCHL1 block | USP17 block | USP30 block | OTUD3 block | USP10 block | smiles | USP8 block | USP7 block | USP28 block |
| --- | --- | --- | --- | --- | --- | --- | --- | --- |
| -1 | 19 | -59 | -8 | -3 | CCOC(=O)Nc1nc2c(s1)CN(C(=O)c1ccccc1F)CC2 | -4 | -2 | -12 |
| -2 | -4 | · | 0 | -3 | COc1ccccc1C(=O)N1CCc2nc(-c3ccccc3)ncc2C1 | -4 | -46 | · |
| -2 | -12 | -28 | -6 | 0 | O=C(Nc1cnc(N2CCCCCC2)nc1)c1ccco1 | 0 | -7 | -11 |
| -2 | -16 | -19 | -4 | 3 | Cc1cc(N)nc2c1c(C)nn2-c1ncc(C(F)(F)F)cc1Cl | 0 | 0 | -21 |
